High-throughput results as filed in PubChem BioAssay.
Polio RdRp inh: inhibitors of poliovirus RNA polymerase binding and polymerization. P03300. poliovirus polymerase elongation, fluorescence polarization; active compounds read low. % elongation, % (compound at 16.7 µg/mL). actives 0.66% (n = 150,000); in the data active = % elongation below about 90%; also: some results filed as inactive read as strong as hits
Target sequence (P03300 1749-2209 limits assumed): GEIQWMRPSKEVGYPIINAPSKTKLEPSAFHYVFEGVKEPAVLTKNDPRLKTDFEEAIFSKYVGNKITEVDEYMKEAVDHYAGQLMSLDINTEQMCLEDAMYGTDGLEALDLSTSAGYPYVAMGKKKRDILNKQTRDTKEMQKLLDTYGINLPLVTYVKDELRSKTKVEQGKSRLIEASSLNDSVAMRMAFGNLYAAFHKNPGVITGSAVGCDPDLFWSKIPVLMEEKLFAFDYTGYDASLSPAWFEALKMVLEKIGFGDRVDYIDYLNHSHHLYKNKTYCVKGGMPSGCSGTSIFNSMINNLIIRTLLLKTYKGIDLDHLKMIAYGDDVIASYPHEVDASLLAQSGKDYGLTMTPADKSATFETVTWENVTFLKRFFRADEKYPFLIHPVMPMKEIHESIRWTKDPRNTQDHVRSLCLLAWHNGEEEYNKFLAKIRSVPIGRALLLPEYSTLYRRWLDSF
Polio RdRp inh FP z-score: second read-out of Polio RdRp inh, no call of its own (marks repeat the call); z-score; measured here: FP z-score; hits read low
* hit, by the source's call; & = joins results of further samples. Only part of the results is shown; count on the stated rates, not on these rows.

Results for O=C(CC(=O)c1ccc2c(c1)OCCO2)c1ccccc1 ?
Polio RdRp inh: 98.0; Polio RdRp inh FP z-score: -0.7

How did CSC1=NC2(CCN(C(=O)NCc3ccccc3)CC2)N=C1c1ccccc1 do in these assays?
Polio RdRp inh: 101.0; Polio RdRp inh FP z-score: 0.2

Results for O=c1oc2ccccc2cc1-c1cn2cc(Cc3cc(Cl)ccc3Cl)sc2n1 ?
Polio RdRp inh: 105.0; Polio RdRp inh FP z-score: 0.1

How did Cc1c(-c2nnc(SCC(=O)Nc3ccc(Cl)cc3)o2)nnn1-c1ccc(F)cc1 do in these assays?
Polio RdRp inh: 106.0; Polio RdRp inh FP z-score: -0.1

Results for COc1cc2c(cc1NC(=S)Nc1ccc3c(c1)OCO3)oc1ccccc12 ?
Polio RdRp inh: 101.0; Polio RdRp inh FP z-score: 0.1

How did Cc1cc(C(=O)CN2c3ccccc3CC2C)c(C)n1-c1c(C)n(C)n(-c2ccccc2)c1=O (stereo not drawn) do in these assays?
Polio RdRp inh: 104.0; Polio RdRp inh FP z-score: 0

How did CC(C)NC(=O)c1ccc(CN(Cc2ccccc2)C(=O)Nc2ccc(F)cc2)o1 do in these assays?
Polio RdRp inh: 99.0; Polio RdRp inh FP z-score: -0.6

What do the screens show for `COCc1cc(C)[nH]c(=O)c1C(=O)NC12CC3CC(CC(C3)C1)C2`?
Polio RdRp inh: 103.0; Polio RdRp inh FP z-score: 0.6

What do the screens show for `O=C(COC(=O)Cc1ccccc1F)NC(c1ccccc1)c1ccccc1`?
Polio RdRp inh: 104.0; Polio RdRp inh FP z-score: 0.9

What do the screens show for `COc1ccc(-c2noc(-c3cccnc3N3CCN(c4ccc(OC)cc4)CC3)n2)cc1`?
Polio RdRp inh: 106.0; Polio RdRp inh FP z-score: -0.4

Results for O=C(c1cc(C2CC2)nn1-c1ccccc1)N(Cc1ccco1)Cc1cccs1 ?
Polio RdRp inh: 111.0; Polio RdRp inh FP z-score: 1.4

Results for Cc1ccc(NNC(=S)NCCCN2CCOCC2)c(C)c1 ?
Polio RdRp inh: 108.0; Polio RdRp inh FP z-score: 0.7

Gathered by group: those above with four or more nitrogen atoms (five)
How did CSC1=NC2(CCN(C(=O)NCc3ccccc3)CC2)N=C1c1ccccc1 do in these assays?
Polio RdRp inh: 101.0; Polio RdRp inh FP z-score: 0.2

How did Cc1c(-c2nnc(SCC(=O)Nc3ccc(Cl)cc3)o2)nnn1-c1ccc(F)cc1 do in these assays?
Polio RdRp inh: 106.0; Polio RdRp inh FP z-score: -0.1

How did Cc1cc(C(=O)CN2c3ccccc3CC2C)c(C)n1-c1c(C)n(C)n(-c2ccccc2)c1=O (stereo not drawn) do in these assays?
Polio RdRp inh: 104.0; Polio RdRp inh FP z-score: 0

What do the screens show for `COc1ccc(-c2noc(-c3cccnc3N3CCN(c4ccc(OC)cc4)CC3)n2)cc1`?
Polio RdRp inh: 106.0; Polio RdRp inh FP z-score: -0.4

Results for Cc1ccc(NNC(=S)NCCCN2CCOCC2)c(C)c1 ?
Polio RdRp inh: 108.0; Polio RdRp inh FP z-score: 0.7

More compounds.
How did CC1CN(/C=C/C(=O)C(F)(F)F)CC(C)O1 (stereo not drawn) do in these assays?
Polio RdRp inh: 99.0; Polio RdRp inh FP z-score: -0.3

How did O=C(Nc1ccccc1)Nc1ccc(C(F)(F)F)cn1 do in these assays?
Polio RdRp inh: 105.0; Polio RdRp inh FP z-score: 0.6

How did CCCCNC(=O)c1cc(-c2ccc(F)cc2)[nH]c1C do in these assays?
Polio RdRp inh: 102.0; Polio RdRp inh FP z-score: 0.2

How did CC(C)(O)[C@H]1O[C@H]2CC[C@@]3(C)[C@@](O)(CC[C@H]4Cc5c([nH]c6ccccc56)[C@@]43C)C2=CC1=O do in these assays?
Polio RdRp inh: 101.0&101.0; Polio RdRp inh FP z-score: -0.1&0.3

What do the screens show for `CCSC1=C(C#N)C(c2ccc(Cl)cc2)C(C(=O)OC(C)(C)C)=C(C)N1` (stereo not drawn)?
Polio RdRp inh: 105.0; Polio RdRp inh FP z-score: 0.3

How did Cc1ccc(NC(=O)/C=C/c2ccc(Cl)cc2)c(Br)c1 do in these assays?
Polio RdRp inh: 101.0; Polio RdRp inh FP z-score: -0.7

Results for CCOC(=O)Cc1csc(-c2ncc(C(F)(F)F)cc2Cl)n1 ?
Polio RdRp inh: 100.0; Polio RdRp inh FP z-score: -0.4

What do the screens show for `COc1ccc(C(=O)Nc2onc3c2CCCC3)cc1`?
Polio RdRp inh: 109.0; Polio RdRp inh FP z-score: 0.3

Results for CC1=NN(c2ccc(S(N)(=O)=O)cc2)C(=O)/C1=C\c1ccco1 ?
Polio RdRp inh: 105.0; Polio RdRp inh FP z-score: 0.5

How did CCC(=O)Nc1cc(-c2nc3cc(C)cc(C)c3o2)ccc1C do in these assays?
Polio RdRp inh: 108.0; Polio RdRp inh FP z-score: 0.4

Results for COc1ccc2c(c1)c(CC(=O)Nc1cc(C)c(OC)c(C)c1)c(C)n2C(=O)c1ccc(Cl)cc1 ?
Polio RdRp inh: 106.0; Polio RdRp inh FP z-score: 0.4

What do the screens show for `CCCn1c(=O)c2ccccc2n2c(Sc3nnnn3-c3ccccc3)nnc12`?
Polio RdRp inh: 104.0; Polio RdRp inh FP z-score: 0.2

Results for OCCNC12CC3CC(CC(C3)C1)C2 ?
Polio RdRp inh: 108.0; Polio RdRp inh FP z-score: 0.4

Results for CN1C(C(=O)NCC2CCCO2)=CC(c2ccco2)=NS1(=O)=O (stereo not drawn) ?
Polio RdRp inh: 99.0; Polio RdRp inh FP z-score: -1.6

Results for O=C(Cn1c(=O)n2nc(-c3ccccc3)nc2c2ccccc21)c1ccc(Br)cc1 ?
Polio RdRp inh: 102.0; Polio RdRp inh FP z-score: 0.4

How did CCCN1CCN(C(=O)c2ccc(-n3c(-c4ccccc4)nc4cccnc43)cc2)CC1 do in these assays?
Polio RdRp inh: 97.0; Polio RdRp inh FP z-score: -2.8

How did COc1ccc(N2CC(NC(=O)COc3ccc4ccccc4c3)CC2=O)cc1 (stereo not drawn) do in these assays?
Polio RdRp inh: 108.0; Polio RdRp inh FP z-score: 0.2

What do the screens show for `Cc1ccc(OCCCCn2c(-c3ccc(Cl)cc3)nc3ccccc3c2=O)cc1`?
Polio RdRp inh: 105.0; Polio RdRp inh FP z-score: 0

What do the screens show for `O=C(Cn1ncc2c1-c1ccccc1OC2)N1CCN(c2ccccc2F)CC1`?
Polio RdRp inh: 109.0; Polio RdRp inh FP z-score: 1.5

How did O=c1cc(C23CC4CC(CC(C4)C2)C3)[nH][nH]1 do in these assays?
Polio RdRp inh: 102.0; Polio RdRp inh FP z-score: -0.1

How did COc1ccc(C(=O)CSc2nc3ccccc3c(=O)n2-c2ccc(C)cc2)cc1 do in these assays?
Polio RdRp inh: 108.0; Polio RdRp inh FP z-score: 0.4

How did O=c1c2ccccc2[nH]c(=S)n1-c1ccccc1 do in these assays?
Polio RdRp inh: 105.0&102.0; Polio RdRp inh FP z-score: 0.7&0

How did O=C(CCSCc1cnn(-c2ccccc2)c1-n1cccc1)NCc1ccc(Cl)cc1 do in these assays?
Polio RdRp inh: 106.0; Polio RdRp inh FP z-score: -0.2

How did O=c1c2ccccc2[nH]c(=S)n1CCO do in these assays?
Polio RdRp inh: 101.0; Polio RdRp inh FP z-score: 0.2

How did NC(=O)CSc1ccccn1 do in these assays?
Polio RdRp inh: 104.0; Polio RdRp inh FP z-score: 0.6

What do the screens show for `CC1CSC(N(C(=O)c2cnccn2)c2ccc(Cl)cc2)=N1` (stereo not drawn)?
Polio RdRp inh: 95.0; Polio RdRp inh FP z-score: -1.2

Results for Cc1ccc(C)c(N2CCN(C(=O)C34CC5CC(C3)CC(n3nnc(C)n3)(C5)C4)CC2)c1 ?
Polio RdRp inh: 102.0; Polio RdRp inh FP z-score: 0.2

How did Cc1nn(CCC(=O)N2CCN(c3ccccc3)CC2)c(C)c1S(=O)(=O)N1CCCC1 do in these assays?
Polio RdRp inh: 107.0; Polio RdRp inh FP z-score: 0.1

Results for CCc1ccccc1N(C)S(=O)(=O)c1ccc2c(c1)C(C)(C)C(=O)N2C ?
Polio RdRp inh: 114.0; Polio RdRp inh FP z-score: 0.5

What do the screens show for `CCOC(=O)c1cc2c(C(F)(F)F)cc(-c3cccs3)nc2o1`?
Polio RdRp inh: 102.0; Polio RdRp inh FP z-score: 0

Results for Cn1c(=O)c2[nH]c(SCC(=O)c3ccc(-c4ccccc4)cc3)nc2n(C)c1=O ?
Polio RdRp inh: 104.0; Polio RdRp inh FP z-score: 0.2

How did O=C(NC1CCCCCC1)C1COc2ccccc2O1 (stereo not drawn) do in these assays?
Polio RdRp inh: 100.0; Polio RdRp inh FP z-score: -0.4

How did CCCc1nnc(/N=C/c2cc(-c3ccccc3)oc2O)s1 do in these assays?
Polio RdRp inh: 100.0; Polio RdRp inh FP z-score: -0.4

How did COC(=O)c1ccccc1NC(=O)Cn1c(CCC(=O)O)ccc1-c1ccc(C)cc1 do in these assays?
Polio RdRp inh: 106.0; Polio RdRp inh FP z-score: -0.1

How did CCCCCn1c(NCc2ccc(N(C)C)cc2)nc2ccccc21 do in these assays?
Polio RdRp inh: 102.0; Polio RdRp inh FP z-score: 0.7

What do the screens show for `CC(C)NC(=O)c1ccoc1COc1ccccc1`?
Polio RdRp inh: 100.0; Polio RdRp inh FP z-score: -0.7

Results for O=C(CCOc1ccccc1)N(Cc1cccnc1)c1nc2ccc(Cl)cc2s1 ?
Polio RdRp inh: 100.0; Polio RdRp inh FP z-score: -1.5

What do the screens show for `Cc1ccc(CCNC(=O)NC(C)(C)C)cc1`?
Polio RdRp inh: 98.0; Polio RdRp inh FP z-score: -0.4

What do the screens show for `O=C(Nc1c(C(=O)N2CCN(c3ccc(F)cc3)CC2)oc2ccccc12)c1c(F)cccc1F`?
Polio RdRp inh: 105.0; Polio RdRp inh FP z-score: -0.1

How did CCCNC(=O)c1cnc2c(-c3ccc(OCC)c(OCC)c3)c(C)nn2c1-c1ccccc1 do in these assays?
Polio RdRp inh: 106.0; Polio RdRp inh FP z-score: 0

What do the screens show for `COC(=O)c1cc(NC(=O)c2ccc3c(c2)NC(=O)c2ccccc2S3)cc(C(=O)OC)c1`?
Polio RdRp inh: 104.0; Polio RdRp inh FP z-score: -0.6

How did N#Cc1c2c(c(Cl)n3c1nc1ccccc13)CCC2 do in these assays?
Polio RdRp inh: 101.0; Polio RdRp inh FP z-score: -0.1

What do the screens show for `c1ccc(CN2CCN(Cc3ccncc3)CC2)cc1`?
Polio RdRp inh: 101.0; Polio RdRp inh FP z-score: -0.3

Results for O=C1C[C@H](NC(=O)OCc2ccccc2)CO1 ?
Polio RdRp inh: 99.0; Polio RdRp inh FP z-score: -0.4

Results for COc1ccc(Cl)cc1C(=O)NCc1nc(-c2cccc(C)c2)no1 ?
Polio RdRp inh: 102.0; Polio RdRp inh FP z-score: -1

What do the screens show for `Cc1cc(C)n(C(C)CC(=O)Nc2ccc(CN3CCC(C)CC3)cc2)n1` (stereo not drawn)?
Polio RdRp inh: 103.0; Polio RdRp inh FP z-score: 0.8

How did Cc1oc2ncn(CC(C)C)c(=O)c2c1C(=O)Nc1cc(F)ccc1F do in these assays?
Polio RdRp inh: 104.0; Polio RdRp inh FP z-score: -0.4

How did O=S(=O)(c1ccccc1F)N1CCC(Oc2ccc(-n3cnnn3)cc2)CC1 do in these assays?
Polio RdRp inh: 111.0; Polio RdRp inh FP z-score: 1

The list goes on; it opens with the 3 that closed the last part.
What do the screens show for `Cc1cc(C)n(C(C)CC(=O)Nc2ccc(CN3CCC(C)CC3)cc2)n1` (stereo not drawn)?
Polio RdRp inh: 103.0; Polio RdRp inh FP z-score: 0.8

How did Cc1oc2ncn(CC(C)C)c(=O)c2c1C(=O)Nc1cc(F)ccc1F do in these assays?
Polio RdRp inh: 104.0; Polio RdRp inh FP z-score: -0.4

How did O=S(=O)(c1ccccc1F)N1CCC(Oc2ccc(-n3cnnn3)cc2)CC1 do in these assays?
Polio RdRp inh: 111.0; Polio RdRp inh FP z-score: 1

Results for O=C(CCSc1nc2ccccc2o1)Nc1ccc(Br)cc1 ?
Polio RdRp inh: 101.0; Polio RdRp inh FP z-score: 0.3

What do the screens show for `COC(=O)C1=C(C)N(c2ccc(OC)cc2)C(=O)/C1=C\c1ccccc1O`?
Polio RdRp inh: 101.0; Polio RdRp inh FP z-score: -0.2

How did O=C(NCc1ccc(F)cc1)c1cc(-c2ccc(Cl)cc2)n[nH]1 do in these assays?
Polio RdRp inh: 100.0; Polio RdRp inh FP z-score: -1.6

How did N#CC(Cc1ccccc1)Sc1nnc2sc3ccccc3n12 (stereo not drawn) do in these assays?
Polio RdRp inh: 100.0; Polio RdRp inh FP z-score: -0.3

What do the screens show for `CN(C(=O)Cn1cnc2onc(-c3ccc(F)cc3)c2c1=O)c1ccccc1Cl`?
Polio RdRp inh: 104.0; Polio RdRp inh FP z-score: 0

What do the screens show for `COc1cc(CC(=O)N2CCN(C(=O)C3CCCO3)CC2)cc(OC)c1OC` (stereo not drawn)?
Polio RdRp inh: 97.0; Polio RdRp inh FP z-score: -0.8

How did O=C1NC(=O)N(Cc2ccccc2)C(=O)/C1=C/c1ccc(O)cc1 do in these assays?
Polio RdRp inh: 102.0; Polio RdRp inh FP z-score: 0.6

What do the screens show for `CCn1c(O)c(C=Nc2ccc3[nH]ncc3c2)c(=O)n(CC)c1=S`?
Polio RdRp inh: 122.0; Polio RdRp inh FP z-score: 3.6

How did Cc1sc2nc(SCCC(C)C)nc(N)c2c1C do in these assays?
Polio RdRp inh: 104.0; Polio RdRp inh FP z-score: 0.7

Results for Cc1cc(NC(=O)c2ccc(Cl)cc2)n(-c2nc3ccccc3s2)n1 ?
Polio RdRp inh: 103.0; Polio RdRp inh FP z-score: 0.6

Results for Cc1ccc(NC(=O)CSCc2n[nH]c(=O)[nH]2)c(Br)c1 ?
Polio RdRp inh: 100.0; Polio RdRp inh FP z-score: 0

Results for COCCCNC(=O)c1ccc(-n2c(-c3ccccc3)cc3c2CCCCC3)cc1 ?
Polio RdRp inh: 103.0; Polio RdRp inh FP z-score: -0.6

Results for COc1ccc(C2c3c(-c4ccc(F)cc4)n[nH]c3C(=O)N2c2ccccc2)cc1OC (stereo not drawn) ?
Polio RdRp inh: 108.0; Polio RdRp inh FP z-score: 0.9

Results for CCOc1ccc(N2CC(c3nc4ccccc4n3Cc3ccc(F)cc3)CC2=O)cc1 (stereo not drawn) ?
Polio RdRp inh: 101.0; Polio RdRp inh FP z-score: -1.4
